# Source: PubChem BioAssay (several laboratories)
# NCF1 inh: blocks human p47phox regulatory protein of NADPH oxidases. P14598. p47phox/p22phox peptide binding, fluorescence polarization, 2 h. inhibition, % at 24.7 µM. actives 0.53% (n = 220,000). AID 1274;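 active = inhibition above about 30%, limit read from the data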;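 note: 0% = p47phox with labelled peptide and 100% = labelled peptide alone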
# NPY2 pot ag: potentiates or activates human NPY-Y2 receptor | actives 0.45% (n = 220,000) | P49146 | cells expressing NPY-Y2, potentiator/agonist read-out | activation, % at 3.6 µM; in the data active = activation above about 27%;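 note: cells stimulated with NPY near EC25 plus isoproterenol at EC100; 0% = vehicle plus submaximal agonist and 100% = vehicle plus saturating agonist; some results beyond the cut were filed as inactive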
# CHOP inhibitor: inhibitors of CHOP induction in ER stress response | inhibition, % at 10 µM | actives 3.8% (n = 220,000) | CHO-K1 CHOP-promoter luciferase, tunicamycin-induced, 15-18 h;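 active = compounds that reduced the stress-induced luciferase reporter signal by more than about 70% of percent inhibition, limit read from the data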;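 note: 0% = tunicamycin plus vehicle and 100% = wells without tunicamycin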
# NPY Y1 blocker: NPY-Y1 (human) receptor antagonism | P25929 | HEK293-CNG Y1 cells, membrane potential fluorescence; NPY at EC95, then isoproterenol | inhibition, % at 3.6 µM | actives 1% (n = 200,000);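 active = inhibition above the campaign mean inhibition of all tested compounds plus 3 SD, cut at about 20% in these data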;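 note: 0% = DMSO wells given NPY plus isoproterenol and 100% = isoproterenol alone without NPY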
# Target sequence (P25929 whole entry, looked up): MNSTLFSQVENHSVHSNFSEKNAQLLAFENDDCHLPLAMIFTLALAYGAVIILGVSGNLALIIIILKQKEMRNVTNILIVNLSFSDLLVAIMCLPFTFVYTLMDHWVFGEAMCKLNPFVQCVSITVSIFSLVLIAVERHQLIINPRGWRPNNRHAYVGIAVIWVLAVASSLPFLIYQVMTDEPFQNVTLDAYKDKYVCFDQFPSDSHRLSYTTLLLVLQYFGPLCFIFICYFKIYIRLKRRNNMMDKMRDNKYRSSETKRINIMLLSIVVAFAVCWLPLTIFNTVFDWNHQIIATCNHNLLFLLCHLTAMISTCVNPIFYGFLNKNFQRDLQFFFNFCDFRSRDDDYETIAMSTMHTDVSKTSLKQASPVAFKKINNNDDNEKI
#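 Assay system: HEK293 cells with Y1 receptor plus CNG channel | Probe or stimulus: NPY (25 nM), isoproterenol (1 µM), Ro 20-1724 (25 µM) | Timing: Compound incubation 1 h at room temperature, readout 45 min post-stimulation | Measured by: Membrane-potential fluorescent dye readout | Benchmarks: High control isoproterenol alone, low control NPY with isoproterenol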
# S1P4 ag: human S1P4 receptor agonism; actives 0.35% (n = 220,000); AID 1509; activation, % at 4.98 µM; S1P4-expressing cell line, agonist reporter assay; O95977; in the data active = activation above about 11%;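 note: 0% = DMSO vehicle and 100% = reference agonist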
# Target sequence (O95977 whole entry, looked up): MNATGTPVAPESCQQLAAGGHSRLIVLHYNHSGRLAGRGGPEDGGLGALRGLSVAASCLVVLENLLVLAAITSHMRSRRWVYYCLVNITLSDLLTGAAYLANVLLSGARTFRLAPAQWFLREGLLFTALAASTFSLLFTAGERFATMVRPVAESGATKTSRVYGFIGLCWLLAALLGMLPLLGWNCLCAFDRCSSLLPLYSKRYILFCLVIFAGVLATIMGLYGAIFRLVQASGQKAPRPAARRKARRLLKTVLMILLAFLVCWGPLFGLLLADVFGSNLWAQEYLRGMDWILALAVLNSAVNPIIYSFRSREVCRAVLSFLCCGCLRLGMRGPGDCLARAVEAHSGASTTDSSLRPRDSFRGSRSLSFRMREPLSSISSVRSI
# BaF3 parental: counter-screen for JAK2V617F inhibitors: parental Ba/F3 viability inhibitors | CellTiter-Glo ATP luminescence | inhibition, % at 5.6 µM | actives 1.1% (n = 220,000);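 active = inhibition above a per-campaign cutoff, the mean inhibition of all tested compounds plus 3 SD, cut at about 27% in these data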;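 note: 0% = DMSO wells and 100% = JAK Inhibitor I control wells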
# Ba/F3 V617F tox: reduce viability of Ba/F3 cells dependent on JAK2V617F | Ba/F3 EpoR-JAK2V617F viability, ATP luminescence | inhibition, % at 5.6 µM | actives 1.1% (n = 220,000);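 active = inhibition above the campaign mean plus 3 SD over all tested compounds, cut at about 24% in these data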;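 note: cytokine-independent growth of Ba/F3 cells driven by EpoR plus mutant JAK2; 0% = DMSO-treated cells and 100% = JAK inhibitor I control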
# S1P4 antag: antagonists of human S1P4 receptor; inhibition, % at 4.98 µM; AID 1510; S1P4-expressing cells, antagonist mode, reporter read-out; O95977; actives 0.26% (n = 220,000); in the data active = inhibition above about 29%;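 note: 0% = wells stimulated with agonist and 100% = vehicle wells without agonist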
# NPY1 pot ag: potentiates or activates human NPY-Y1 receptor | NPY-Y1 expressing cells, potentiator/agonist activation | activation, % at 3.6 µM | actives 0.37% (n = 220,000) | AID 1304; in the data active = activation above about 33%, passing the limit was not always enough;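 note: cells stimulated with NPY at EC10 then isoproterenol at EC100; 0% = low agonist plus stimulus and 100% = saturating agonist plus stimulus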
# An asterisk follows results filed as active; . = not tested or not shown.
SMILES,NCF1 inh,NPY2 pot ag,CHOP inhibitor,NPY Y1 blocker,S1P4 ag,BaF3 parental,Ba/F3 V617F tox,S1P4 antag,NPY1 pot ag
COc1ccc(CCNC(=O)CN(C2CCCCC2)S(C)(=O)=O)cc1OC,0,-3,27,0,-0.5,-1,-4,-5,2
Nc1nc(NC(=O)c2ccc(Cl)cc2)nn1-c1ccccc1,3,10,13,1,-0.2,3,-1,0,10
COc1ccc(C(=O)OCCNC(=O)c2ccncc2)cc1OC,-2,-10,5,-3,-1.2,6,0,-10,0
Oc1c(C(c2ccccc2Cl)N2CCCC2)ccc2cccnc12 (stereo not given),-14,3,102*,-4,-0.5,68*,83*,30*,4
C=CCOc1ccc2ccccc2c1/C=N/O,-4,-7,4,17,1.1,1,-2,-21,-29
Cc1nc2nc(C)c(CCC(=O)O)c(C)n2n1,7,-5,21,3,1.4,8,-2,11,5
CC1CCCCN1C(=O)CSc1nnc(-c2cccnc2)n1C1CCCCC1 (stereo not given),-4,2,-21,-1,1.4,4,-1,-25,-15
Cc1cc(C)n(C2=NS(=O)(=O)c3ccccc32)n1,-3,15,50,6,1.9,0,-2,-5,-5
CCCCN(C(=O)/C=C/c1ccco1)c1c(N)n(Cc2ccccc2)c(=O)[nH]c1=O,-8,9,8,0,-0.7,1,-3,-13,-2
COc1cccc2[nH]c3c(N4CCC5(CC4)OCCO5)ncnc3c12,-15,-13,6,.,0.0,4,-1,6,-3
CC1CC(CCN)(c2ccccc2)C(C)CN1C (stereo not given),-1,17,16,.,-1.9,-8,0,5,35
O=C(Cc1ccccc1)N[C@H](c1ccccc1)P(=O)(O)CO,-4,-9,1,0,0.0,5,1,-6,-13
CCOP(=O)(OCC)C(Nc1cc(Cl)cc(Cl)c1)c1cccc(O)c1 (stereo not given),-7,9,14,-4,1.5,10,0,-4,9
COc1ccc(-c2nn3c(-c4ccncc4)nnc3s2)cc1OC,.,-4,.,2,0.6,3,0,-15,3
COC(=O)c1c(NC(=O)CSc2nnc(-c3ccco3)n2Cc2ccccc2)sc(C)c1C,-54,1,50,10,2.1,4,-2,-22,18
Cc1cccc(OCc2nnc(SCC(=O)N3CCCC3)n2C)c1,-6,8,19,-2,-0.3,3,-1,1,-20
O=C(O)c1ccc2c(c1)N(Cc1ccccc1F)C(=O)c1ccccc1S2=O (stereo not given),-14,5,1,2,1.2,4,2,-6,6
Cc1ccnc(NC(=O)c2cc([N+](=O)[O-])cc([N+](=O)[O-])c2)c1,-5,-5,-21,-4,-0.9,6,3,13,-7
O=C1NCCN1C(=O)N(c1ccccc1)c1ccccc1,6,15,-25,11,-0.7,-1,-3,-9,-15
CCn1c(=O)cc(OCC(=O)NC(C)c2ccc3c(c2)OCCO3)c2ccccc21 (stereo not given),4,-4,-13,2,0.9,6,1,-8,-18
Fc1ccccc1C(c1nnnn1Cc1ccc2c(c1)OCO2)N1CCN(Cc2ccccc2)CC1 (stereo not given),5,-12,98*,9,0.3,4,6,0,-23
CS(=O)(=O)N1CCc2cc(C(=O)Nc3ccccc3)ccc21,-4,-14,-9,3,-0.5,5,-2,6,3
Cc1ccc(C)c(OCCCC(=O)Nc2ccc(N3CCOCC3)cc2)c1,-6,-3,2,-2,-0.7,1,-5,-26,0
CCOc1ccc(C(=O)CSCC(=O)O)cc1,6,-5,-11,8,1.1,0,-1,-3,-10
CCOC(=O)C(Sc1n[nH]c(N)n1)c1ccccc1 (stereo not given),-4,-6,-9,4,-3.0,0,-3,-5,-21
O=c1cc(NCc2ccccc2)nc2n1CCCS2,-19,7,-8,-3,1.2,-1,6,0,12
Cc1ccc(C(=O)CS(C)(=O)=O)cc1,-12,-8,-23,-3,2.7,5,4,-6,-3
Cc1c(NC(=O)C(C)Sc2nc3ccccc3c(=O)n2CCO)c(=O)n(-c2ccccc2)n1C (stereo not given),-2,10,-1,-6,-0.4,3,-2,-4,0
CCCCCCCCSc1nnc(-c2ccc(OC)cc2)o1,-6,7,16,-3,-1.1,1,0,15,12
Nc1cc(=O)[nH]c(SCC(=O)N2N=C(c3ccc4ccccc4c3)CC2c2ccccc2)n1 (stereo not given),-29,-15,86*,.,1.6,-5,0,-14,-20
O=C(c1cccnc1)N1N=C(C2CCCCC2)CC1(O)C(F)(F)F (stereo not given),-28,-4,5,-3,1.9,6,2,8,4
CC(=O)Nc1ccc(N(C(=O)Cn2nnc3ccccc32)C(C(=O)NC2CCCC2)c2ccc(O)c(O)c2)cc1 (stereo not given),-14,12,15,-3,1.5,2,0,-7,4
Nc1ccc(-n2ccnc2)cc1,-1,13,3,-3,3.0,4,-2,0,13
O=C(Oc1csc(=S)n1C(=O)c1ccccc1)c1ccccc1,1,0,19,0,0.0,2,-3,2,20
CCOC(=O)c1c(NC(=O)CNCC(O)CO)sc(C)c1C (stereo not given),-11,12,31,8,2.1,2,0,-30,-11
COc1cc(CCN2C(=O)c3cccc4cccc(c34)C2=O)c(S(=O)(=O)N2CCCCCC2)cc1OC,-8,-9,-5,6,-1.9,6,2,1,-7

# 3 records picked at random from the list so far:
SMILES,NCF1 inh,NPY2 pot ag,CHOP inhibitor,NPY Y1 blocker,S1P4 ag,BaF3 parental,Ba/F3 V617F tox,S1P4 antag,NPY1 pot ag
Cc1cc(C)n(C2=NS(=O)(=O)c3ccccc32)n1,-3,15,50,6,1.9,0,-2,-5,-5
Nc1cc(=O)[nH]c(SCC(=O)N2N=C(c3ccc4ccccc4c3)CC2c2ccccc2)n1 (stereo not given),-29,-15,86*,.,1.6,-5,0,-14,-20
Oc1c(C(c2ccccc2Cl)N2CCCC2)ccc2cccnc12 (stereo not given),-14,3,102*,-4,-0.5,68*,83*,30*,4

# Going on with the list.
SMILES,NCF1 inh,NPY2 pot ag,CHOP inhibitor,NPY Y1 blocker,S1P4 ag,BaF3 parental,Ba/F3 V617F tox,S1P4 antag,NPY1 pot ag
COC(=O)C1=C(C)Nc2nc(SCc3ccccc3)[nH]c(=O)c2C1c1cccs1 (stereo not given),-7,1,9,2,1.4,5,2,16,-5
CCOC(=O)c1sc(NC(=O)c2ccncc2)c(C#N)c1C,-11,4,19,-3,2.7,5,-1,-16,11
Cc1cc(C)cc(N(CC(=O)NCC2CCCO2)C(=O)CN2C(=O)COc3ccccc32)c1 (stereo not given),-2,-7,-8,-2,0.6,3,0,-18,3
CN(C)S(=O)(=O)c1ccc(NC(=O)Cc2ccc(S(=O)(=O)N3CCOCC3)s2)cc1,-4,-2,14,-3,0.1,3,3,-2,-5
CCCCNC(=O)[C@H](CSCc1ccccc1)N1Cc2ccccc2C1=O,-5,5,1,-1,2.9,6,-1,0,-19
O=C(c1ccco1)N1CCN(C(=O)C2CCCO2)CC1 (stereo not given),-2,-2,12,7,-1.0,3,1,-38,7
COc1ccc(Cc2nnc(NC(=O)C(C)(C)C)s2)cc1,-10,5,16,3,0.6,0,-3,-21,20
Cc1[nH]c(=O)c(C#N)c(C)c1Cc1ccc(Cl)cc1Cl,-5,-9,32,-6,2.6,2,0,-22,10
COC(=O)COn1c(SCC(=O)OC)nc2ccccc2c1=O,-11,-2,-9,1,-0.4,8,2,-12,-9
COC(=O)C1=C(C)n2nnnc2NC1c1ccc(Cl)cc1 (stereo not given),-11,6,35,0,-0.1,8,4,1,0
CCOc1ccccc1NC(=O)CN1CCC(NC(=O)c2ccccc2)CC1,-8,-17,0,4,0.2,0,0,-12,2
Cc1ccc(N2CN=c3s/c(=C\c4cccnc4)c(=O)n3C2)cc1,-8,10,30,-7,0.7,7,1,13,4
Nc1cc(=O)[nH]c(SCc2nc3ccccc3n2Cc2ccccc2)n1,2,10,13,4,2.9,3,-4,-6,4
Cc1cc(C(=O)NP(=O)(N2CCOCC2)N2CCOCC2)c(C)n1-c1ccc(N(C)C)cc1,-1,9,4,3,-1.1,3,-2,-12,4
Cc1noc2ncnc(N3CCN(c4cccc(Cl)c4)CC3)c12,0,-2,67,12,-0.5,8,1,-13,3
C=CCn1c(SCc2ccc3nonc3c2)nnc1-c1cccs1,5,0,31,9,-0.2,4,-3,10,-17
COCCn1c(N)c(C(=O)OCc2ccccc2)c2nc3ccccc3nc21,-43,2,-29,5,-0.7,3,-3,-5,-11
CC1=CC2=NC(=O)/C(=C/c3cccn3Cc3ccccc3)C(=N)N2O1,-12,-7,26,.,0.5,0,0,1,8
Nc1nccc(-c2cc(-c3ccc(Cl)cc3Cl)no2)n1,14,2,54,.,-0.7,1,0,-12,11
Brc1ccc(OCCOc2cccc3cccnc23)cc1,-14,0,-2,3,0.3,2,-2,-10,-10
CCCc1nc2ccccc2c(=O)n1NC(=O)c1c(O)c2cccc3c2n(c1=O)CCC3,-2,1,59,-2,0.5,3,0,-12,28

# Three compounds already listed, arranged by the value under NPY Y1 blocker, highest first.
SMILES | NCF1 inh | NPY2 pot ag | CHOP inhibitor | NPY Y1 blocker | S1P4 ag | S1P4 antag | NPY1 pot ag
Cc1noc2ncnc(N3CCN(c4cccc(Cl)c4)CC3)c12 | 0 | -2 | 67 | 12 | -0.5 | -13 | 3
COCCn1c(N)c(C(=O)OCc2ccccc2)c2nc3ccccc3nc21 | -43 | 2 | -29 | 5 | -0.7 | -5 | -11
CCCc1nc2ccccc2c(=O)n1NC(=O)c1c(O)c2cccc3c2n(c1=O)CCC3 | -2 | 1 | 59 | -2 | 0.5 | -12 | 28

# As entered above:
# Result of `Cc1cc(C(=O)NP(=O)(N2CCOCC2)N2CCOCC2)c(C)n1-c1ccc(N(C)C)cc1` under NCF1 inh: -1
# Result of `Nc1nccc(-c2cc(-c3ccc(Cl)cc3Cl)no2)n1` under CHOP inhibitor: 54
# Result of `COCCn1c(N)c(C(=O)OCc2ccccc2)c2nc3ccccc3nc21` under BaF3 parental: 3
# Result of `Brc1ccc(OCCOc2cccc3cccnc23)cc1` under BaF3 parental: 2
